Compound activity (PubChem)
GLP1R ag – activates the human GLP-1 receptor | P43220 | HEK293 GLP-1R CRE-luciferase, luminescence, 4-6 h; cells express a hypersensitive GLP-1R form | Potency, µM (doses to about 45.6 µM), for inactives: top-dose activation, hits mostly activators | 380,000 compounds, 0.007% hits | AID 624172; also: potency is read from the fitted curve at half-maximal effect; % of control where 0% means no effect
Target sequence (P43220 whole entry, looked up): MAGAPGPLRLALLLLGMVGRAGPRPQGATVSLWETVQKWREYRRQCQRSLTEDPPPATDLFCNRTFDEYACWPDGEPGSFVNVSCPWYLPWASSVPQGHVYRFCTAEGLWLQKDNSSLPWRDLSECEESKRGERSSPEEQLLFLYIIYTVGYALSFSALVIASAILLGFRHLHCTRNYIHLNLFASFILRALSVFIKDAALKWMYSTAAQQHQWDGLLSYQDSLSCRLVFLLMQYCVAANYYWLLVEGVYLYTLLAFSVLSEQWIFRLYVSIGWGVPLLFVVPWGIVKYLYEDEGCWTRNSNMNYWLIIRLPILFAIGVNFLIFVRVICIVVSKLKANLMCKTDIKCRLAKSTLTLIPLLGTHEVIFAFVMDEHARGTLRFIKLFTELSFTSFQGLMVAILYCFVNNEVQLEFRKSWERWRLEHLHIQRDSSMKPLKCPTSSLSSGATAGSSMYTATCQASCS
SW480 rereplic – induces DNA re-replication in SW480 colon adenocarcinoma cells. Potency, µM (titrated, usually from 46.1 µM), inactives show at the highest dose re-replication activation, hits mostly activators. 340,000 compounds, 1.8% hits. SW480 DNA re-replication, Hoechst DNA content imaging, 48 h. AID 624297; also: potency is read from the fitted curve at half-maximal effect; % of control where 0% means no effect; nearly all actives have a fitted effect of over 55% in size
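250 cells/well; 23 nL cpd via pin tool; 48 hr, 37 C, 5% CO2; Hoechst 40 min; imager read of total nuclear intensity, ex 405/em 500-530 nm.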
HT1080NT lethal – kills 2HG-producing HT-1080-NT fibrosarcoma cells; 360,000 compounds, 1.6% hits; HT-1080-NT fibrosarcoma viability, CellTiter-Glo ATP luminescence, 48 h; AID 686970; Potency, µM (doses to about 46.1 µM), for inactives: top-dose activity, negative = less viability, actives largely listed as cytotoxic;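 also: NT is the 2HG producing partner of a matched IDH1 knockdown line; potency is read from the fitted curve at half-maximal effect; 0% = DMSO-treated cells and -100% = media-only wells without cells; nearly all actives have a fitted effect of over 55% in size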
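750 cells/well, RPMI + 5% FBS; 2 h settle, compound pin-transfer, 48 h at 37 degrees C. CellTiter-Glo 10 min RT, luminescence. Normalized to DMSO and media-only wells.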
HT1080 IDH1KD tx – toxicity to HT-1080 IDH1 knockdown cells (counter line). HT-1080 IDH1 knockdown viability, ATP luminescence, 48 h. Potency, µM (highest dose often 46.1 µM), for the others: at the top dose activity, negative = toxicity, actives largely listed as cytotoxic. 360,000 compounds, 2% hits;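 also: potency is read from the fitted curve at half-maximal effect; 0% = DMSO wells and -100% = cell-free medium wells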
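Cytotoxicity counter-line: IDH1KD HT-1080, 48 h, CellTiter-Glo. Curves classed by r2, magnitude and activity.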
KB-3-1 tox – kills parental KB-3-1 adenocarcinoma cells; KB-3-1 viability, CellTiter-Glo ATP luminescence, 72 h; 400,000 compounds, 1.4% hits; Potency, µM (titrated, usually from 46.1 µM), for inactives: top-dose activity change, negative = cytotoxic, usual class: cytotoxic; also: potency is read from the fitted curve at half-maximal effect; % is scaled to controls: 0 for no effect and ±100 for the full control effect; nearly all actives have a fitted effect of over 60% in size
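Using CellTiter-Glo luminescence, growth of non-resistant KB-3-1 adenocarcinoma cells is assessed 72 h after pin-tool compound addition at 37 °C. Normalized responses across the concentration series yield fitted curves.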
DRD3 antagonist – blocks the human D3 dopamine receptor; P35462; D3R cells, DiscoveRx beta-arrestin luminescence, antagonist mode; hits give low values; max response, negative = inhibition, %; 360,000 compounds, 2.5% hits; AID 652054; in the data active = max response below about -50%; inconclusive = no clear call, values can overlap the other calls; also: % is scaled to controls: 0 for no effect and ±100 for the full control effect; mostly tested at two doses, the higher about 12 µM
Target sequence (P35462 whole entry, looked up): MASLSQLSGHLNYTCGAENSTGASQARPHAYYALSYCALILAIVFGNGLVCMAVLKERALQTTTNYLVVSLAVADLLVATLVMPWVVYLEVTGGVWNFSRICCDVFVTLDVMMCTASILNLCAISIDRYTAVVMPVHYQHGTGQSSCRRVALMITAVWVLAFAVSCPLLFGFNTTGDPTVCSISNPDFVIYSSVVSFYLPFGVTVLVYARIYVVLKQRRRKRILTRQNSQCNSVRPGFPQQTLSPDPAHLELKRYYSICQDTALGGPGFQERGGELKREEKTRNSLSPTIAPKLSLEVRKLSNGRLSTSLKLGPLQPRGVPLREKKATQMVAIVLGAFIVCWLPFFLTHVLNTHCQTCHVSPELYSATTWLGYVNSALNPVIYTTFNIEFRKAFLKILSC
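Cells plated overnight at 1500 cells/well, then exposed to library compounds with dopamine controls for 90 minutes at 37 degrees C. DiscoveRx reagent added for 30–60 minutes at room temperature; luminescence read, quantitative HTS format.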
DRD3 agonist – agonists of human D3 dopamine receptor; P35462; D3R DiscoveRx beta-arrestin cells, luminescence, 90 min; max activation, %; 410,000 compounds, 0.58% hits; in the data active = max activation above about 30%; also: 0% is about no effect; mostly tested at two doses, the higher about 12 µM
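Agonist mode: compounds and dopamine controls were applied to plated cells for 90 min at 37 degrees C after an overnight attachment at 1500 cells/well. Luminescent read-out followed 30 - 60 minutes at room temperature with DiscoveRx detection reagent.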
KB-V1 cytotox – KB-V1 MDR subline cytotoxicity; KB-V1 MDR cells viability, CellTiter-Glo, 72 h; Potency, µM (highest dose often 46.1 µM), for inactives: top-dose activity change, negative = cytotoxicity, hits mostly cytotoxic; 400,000 compounds, 3.4% hits; AID 1347076; also: potency is read from the fitted curve at half-maximal effect; % is scaled to controls: 0 for no effect and ±100 for the full control effect; nearly all actives have a fitted effect of over 60% in size
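Cells of the MDR subline KB-V1 are plated, dosed with compound at multiple concentrations, and incubated 72 h at 37 degrees C; CellTiter-Glo is then added and luminescence read after 10 min.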
IL1B secr inh – inflammasome signaling inhibition, IL-1 beta readout; THP-1 LPS/ATP IL-1B secretion, AlphaLISA, 16 h; hits give low values; activity change, % at 57.5 µM; 360,000 compounds, 4.7% hits; AID 743279; in the data active = activity change below about -50%; inconclusive = mostly about -30% to -49%; also: % is scaled to controls: 0 for no effect and ±100 for the full control effect
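THP-1 cells pretreated 1 hr with compounds (up to 57.5 uM final), then stimulated with LPS (250 ng/mL final) plus ATP (1.25 mM final); secreted IL-1B measured by AlphaLISA after 16 hr, decreased signal indicating inhibition.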
Numbers without * were called inactive; u = inconclusive; x = no result given; & = joins results of further samples; [ ] = remark or other dose. Unless noted, calls follow the shape of the dose curve; as a rule, active = well fitted curve in the direction sought with a large enough effect; inconclusive = small, poorly fitted or top-dose-only effect, or another doubt; inactive = no such curve, though single readings can be large; an effect the other way counts as inactive or inconclusive.

SMILES | GLP1R ag | SW480 rereplic | HT1080NT lethal | HT1080 IDH1KD tx | KB-3-1 tox | DRD3 antagonist | DRD3 agonist | KB-V1 cytotox | IL1B secr inh
COc1ccc(-c2nc3ccc(N4CCN(C)CC4)cc3c(=O)[nH]2)cc1 | 10% | -2% | -4% | 25% | 8% | 3 | 1 | -4% | -17
CCOC(=O)C1CCN(C(=O)c2ccc(OCC(=O)Nc3cccc(C(F)(F)F)c3)cc2)CC1 | 13% | -14% | 0% | -18% | 5% | 11 | 15 | -1% | 0
CCN(CC)CCn1c2c(c(SCC(=O)Nc3cccc(C(C)=O)c3)nc1=O)CCCC2 | 4% | -5% | -18% | -14% | -7% | -19 | -22 | -5% | -3
CSC1=N/C(=C\c2ccccc2C)C(=O)S1 | -2% | -7% | 8% | 5% | 18% | -5 | -3 | u | -21
O=C(N=Nc1c(O)[nH]c2ccccc12)c1cccc(S(=O)(=O)Nc2ccccc2Cl)c1 | -1% | -85%[inhibitor] | -5% | -2% | 2% | -16 | -4 | 10% | 13
CCCCN1C(=N)N([C@@H](C)CN2CCC[C@H]2CN2C(N)=NC[C@@H]2Cc2ccccc2)C[C@H]1Cc1ccccc1 | -3% | -12% | 11% | 3% | 0% | 0 | -18 | 4% | u
CC(C)C(=O)Nc1ccc(S(=O)(=O)Nc2nccc(/C=C/c3ccccc3)n2)cc1 | 4% | -6% | -2% | -15% | -7% | 1 | 5 | u | -15
O=C(CCl)N=c1sccn1Cc1cccc2ccccc12 | 3% | u | u | 18µM* | u | 23 | 0 | u | -102*
COc1ccc(NC(=O)CN2C(=O)NC(C)(C3CC3)C2=O)c(OC)c1 (stereo not given) | 2% | -19% | 6% | 1% | 1% | -3 | 0 | 8% | 8
CC1CC(C)CN(c2ccc(NS(=O)(=O)c3ccccc3)cc2C(=O)O)C1 (stereo not given) | -2% | 3% | -6% | 15% | -1% | 19 | 17 | 0% | 0
Cn1c(SCc2cccc3ccccc23)nnc1-c1ccco1 | 0% | 0% | -26% | u | -1% | -5 | 3 | -18% | -18
CCOC(=O)N1CCN(C(=O)c2ccc3ccccc3c2)CC1 | 13% | 4% | 0% | 0% | 5% | 11 | -1 | -20% | -1
COC(=O)C1=C(C)N(c2cccc(Cl)c2)C(=O)C1 | -1% | -3% | -6% | -9% | -1% | 22 | 0 | 17% | 12
O=c1c2ccccc2c(/C=N/c2n[nH]c(CCCO)n2)c(O)n1-c1ccccc1Cl | 17% | u | 2% | 0% | 7% | 3 | 2 | 5% | -7
CCOc1ncccc1C(=O)NCC1COc2ccccc2O1 (stereo not given) | 22% | 0% | -4% | -5% | -2% | 37 | -4 | -1% | 8
Cn1c(/C(C#N)=C(\O)c2ccc([N+](=O)[O-])cc2)nc2ccccc21 | -5% | -58%[inhibitor] | 10% | 8% | 0% | -23 | -5 | -2% | 5
CCOc1ccc(NC(=O)CN(C)S(=O)(=O)c2ccc3c(c2)CCC(=O)N3)cc1 | 4% | 4% | -4% | 3% | -1% | 16 | 6 | u | 15
CCc1ccc(NC(=O)C(=O)NCC2CCCN2S(=O)(=O)c2ccccc2)cc1 (stereo not given) | 11% | 8% | 0% | u | -30% | -16 | -8 | -28% | -11
N#CC1=C(N)n2c(s/c(=C\c3cccs3)c2=O)=C(C#N)C1c1cccs1 (stereo not given) | -1% | -1% | 1% | -1% | 5% | -10 | 1 | u | 37
N#Cc1cccc(NC(=O)COC(=O)c2cccc(N3C(=O)c4ccccc4C3=O)c2)c1 | -5% | -5%&-3% | 20% | 17% | 18% | 25 | 5 | 2% | 21
Fc1ccc(-c2cc(-c3ccccc3)c3c(n2)-c2ccccc2OC3)cc1 | -2% | x | x | x | 6% | x | 3 | u | x
O=C(Cn1ccc(NC(=O)OCc2ccccc2)nc1=O)NCc1ccc2[nH]ccc2c1 | 7% | -3% | 6% | -3% | -2% | -7 | -21 | -10% | -4
O=C(C1CC1)N1N=C(c2ccncc2)CC1(O)C(F)(F)F (stereo not given) | 17% | -9% | 17% | 1% | 5% | 3 | 8 | u | 0
CCCn1c(SCC(=O)NC)nnc1C(C)C | 0% | -10% | 12% | 3% | 6% | 5 | -2 | 0% | 7
COC(=O)c1cc2n3ccccc3c(C)c(-c3ccccc3)c-2c1C(=O)OC | 2% | -6% | 0% | 5% | 2% | 0 | -12 | 1% | 12
c1ccc2c(c1)CC1(CCCCC1)n1nnnc1-2 | 8% | -6% | 0% | -1% | -27% | -18 | 3 | u | 13
COc1ccc(Oc2ccc(C(F)(F)F)cc2NC(=O)CC(CC(=O)O)c2ccccc2)cc1 (stereo not given) | 2% | -5% | 0% | -5% | -1% | -21 | -2 | -32% | 6
COc1ccc(C(=O)N2CC(=O)Nc3ccc(F)cc3C2c2ccccc2)cc1 (stereo not given) | -1% | -4% | -4% | 1% | 4% | 3 | -4 | -3% | 34
O=C(O)Cc1ccc(NS(=O)(=O)c2ccc3c(c2)OCCO3)cc1 | 1% | x | 11% | 11% | 1% | 19 | -1 | u | 15
Cc1ccc(-n2ncc3c(=O)n(CC(=O)NC4CCCCC4)cnc32)cc1 | 0% | -4% | 1% | 0% | -1% | -6 | 0 | 7% | 14

Reformatted with two lines to a compound: entries from further up.
Values run as follows: GLP1R ag	SW480 rereplic	HT1080NT lethal	HT1080 IDH1KD tx	KB-3-1 tox	DRD3 antagonist	DRD3 agonist	KB-V1 cytotox	IL1B secr inh
> COC(=O)c1cc2n3ccccc3c(C)c(-c3ccccc3)c-2c1C(=O)OC
→ 2%	-6%	0%	5%	2%	0	-12	1%	12
> c1ccc2c(c1)CC1(CCCCC1)n1nnnc1-2
→ 8%	-6%	0%	-1%	-27%	-18	3	u	13
> COc1ccc(Oc2ccc(C(F)(F)F)cc2NC(=O)CC(CC(=O)O)c2ccccc2)cc1 (stereo not given)
→ 2%	-5%	0%	-5%	-1%	-21	-2	-32%	6
> COc1ccc(C(=O)N2CC(=O)Nc3ccc(F)cc3C2c2ccccc2)cc1 (stereo not given)
→ -1%	-4%	-4%	1%	4%	3	-4	-3%	34

Continued.
SMILES | GLP1R ag | SW480 rereplic | HT1080NT lethal | HT1080 IDH1KD tx | KB-3-1 tox | DRD3 antagonist | DRD3 agonist | KB-V1 cytotox | IL1B secr inh
c1ccc(COn2nnc3ccccc32)c(COn2nnc3ccccc32)c1 | 8% | -7% | -5% | -2% | -13% | u | -12 | 16µM* | u
Cc1noc(C)c1COC(=O)c1cc2c(C)nn(-c3ccc(F)cc3)c2s1 | -8% | -6% | 13% | 8% | 1% | -1 | 12 | 5% | 18
CCOC(=O)C1=C(c2ccccc2)NC(SCC(=O)Nc2ccccc2C)=C(C#N)C1c1ccco1 (stereo not given) | -7% | 13% | -20% | -17% | u | -24 | 2 | -20% | -21
C=CCOc1ccc(/C=C/C(=O)OCC(=O)NCCc2ccccc2)cc1 | 12% | -5% | 7% | 6% | 8% | 0 | 8 | 27% | -16
CCOc1ccc(CCNC(=O)CS(=O)Cc2nc(-c3ccc(C)cc3)oc2C)cc1 (stereo not given) | -2% | 1% | -10% | -9% | -26% | -5 | -1 | u | u
Cc1ccc(NC(=O)C2(C)CCCN(C(C)C)C2)cc1C (stereo not given) | -5% | x | u | 8% | 0% | u | 12 | 6% | 0
Cc1cc(Nc2cccc(Cl)c2)nc(N2CCOCC2)n1 | 0% | 2% | -8% | -14% | 6% | 6 | 0 | 5% | 2
COc1ccc(CNc2cccc3[nH]c(C(F)(F)F)nc23)cc1 | -2% | -5% | u | u | -8% | 30 | -6 | -3% | -71*
COc1ccc(Cl)cc1-n1c(=S)sc2c(=O)[nH]c(SCC(=O)NCCC(C)C)nc21 | -1% | -8% | 13% | 16% | 11% | -6 | -13 | 12% | 17
Cc1ccc(/C=N/NC(=O)CN2CCN(Cc3ccccc3Cl)CC2)o1 | 20% | 9% | -7% | -2% | u | 5 | 2 | 16% | -2
COc1ccccc1OCCC(=O)NCc1ccc2c(c1)OCO2 | 4% | 0% | -3% | -19% | 3% | 1 | 2 | 2% | 40
CC1CCCC(=NNC(=O)C2COc3ccccc3O2)C1 (stereo not given) | -7% | 9% | 0% | -1% | -1% | -11 | -9 | u | 32
COc1ccccc1NC(=O)CN(Cc1ccco1)C(=O)c1ccc(Cl)nc1 | 10% | u | 0% | -1% | 12% | -23 | -2 | -13% | 2
CC1CC(C)(C)n2c(O)c(N=NC(N)=S)c3cccc1c32 (stereo not given) | 19% | -6% | -8% | -14% | u | 7 | -3 | u | -3

Some of the entries above, reformatted.
Below each SMILES – GLP1R ag, SW480 rereplic, HT1080NT lethal, HT1080 IDH1KD tx, KB-3-1 tox, DRD3 antagonist, DRD3 agonist, KB-V1 cytotox, IL1B secr inh
- Cc1cc(Nc2cccc(Cl)c2)nc(N2CCOCC2)n1
 : 0%, 2%, -8%, -14%, 6%, 6, 0, 5%, 2
- COc1ccc(CNc2cccc3[nH]c(C(F)(F)F)nc23)cc1
 : -2%, -5%, u, u, -8%, 30, -6, -3%, -71*
- COc1ccc(Cl)cc1-n1c(=S)sc2c(=O)[nH]c(SCC(=O)NCCC(C)C)nc21
 : -1%, -8%, 13%, 16%, 11%, -6, -13, 12%, 17
- Cc1ccc(/C=N/NC(=O)CN2CCN(Cc3ccccc3Cl)CC2)o1
 : 20%, 9%, -7%, -2%, u, 5, 2, 16%, -2
- COc1ccccc1OCCC(=O)NCc1ccc2c(c1)OCO2
 : 4%, 0%, -3%, -19%, 3%, 1, 2, 2%, 40
- CC1CCCC(=NNC(=O)C2COc3ccccc3O2)C1 (stereo not given)
 : -7%, 9%, 0%, -1%, -1%, -11, -9, u, 32
